# C-LANA FP = KSHV C-LANA DNA binding inhibition. MBP-C-LANA/FAM-LBS DNA binding, fluorescence polarization. inhibition, % at 9 µM. hit rate 0.078% among 340,000;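 active = highest replicate inhibition at or above 60% at 9 µM, even if other replicates fall short; inactive = all replicates below 60% inhibition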;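 also: 0% = neutral control wells and 100% = 4 µM acridine orange control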
# HTR5A inv ag = counter-screen for OPRM1-OPRD1 inverse agonists: human HTR5A inverse agonism; HTR5A cell line, luminescence; inhibition, % at 9.3 µM; hit rate 0.083% among 340,000; in the data active = inhibition mostly above about 23%, no sharp cut-off; inactive = mostly below about 18%;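 also: 0% = cells with DMSO and 100% = no-cell wells with DMSO; some compounds called inactive have numbers as strong as hits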
# cardiac RTF act = increases calcium sensitivity of human cardiac regulated thin filaments; IANBD-labeled TnC RTF fluorescence at EC20 calcium; 0% EC20 calcium, 100% full calcium; activation, % at 7.2 µM; hit rate 0.24% among 340,000;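 active = activation above the mean over all tested compounds plus 3 SD, cut at about 30% in these data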;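 also: rise in fluorescence read as greater calcium sensitivity of cardiac thin filaments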
# OPRM1-OPRD1 inv = mu-delta opioid heterodimer inverse agonism; P35372+P41143; cell-based MOR-DOR heterodimer luminescence; inhibition, % at 9.3 µM; hit rate 0.21% among 340,000; AID 504357; in the data active = inhibition above about 22%, passing the limit was not always enough;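 also: 0% = cells with DMSO and 100% = wells without cells with DMSO; values of inactives mirror those of a sister screen read the other way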
# Target sequence (P35372 whole entry, looked up): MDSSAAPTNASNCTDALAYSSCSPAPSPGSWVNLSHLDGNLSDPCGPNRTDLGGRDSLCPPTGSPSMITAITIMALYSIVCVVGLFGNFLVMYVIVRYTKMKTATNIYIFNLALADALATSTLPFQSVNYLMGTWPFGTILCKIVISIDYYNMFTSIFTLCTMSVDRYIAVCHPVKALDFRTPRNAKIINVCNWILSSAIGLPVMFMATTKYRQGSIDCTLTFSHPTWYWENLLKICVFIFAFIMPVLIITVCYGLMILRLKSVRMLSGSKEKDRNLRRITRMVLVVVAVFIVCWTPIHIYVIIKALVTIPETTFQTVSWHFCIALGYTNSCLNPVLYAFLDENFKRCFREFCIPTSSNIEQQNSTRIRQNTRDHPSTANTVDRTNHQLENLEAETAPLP
# Target sequence (P41143 whole entry, looked up): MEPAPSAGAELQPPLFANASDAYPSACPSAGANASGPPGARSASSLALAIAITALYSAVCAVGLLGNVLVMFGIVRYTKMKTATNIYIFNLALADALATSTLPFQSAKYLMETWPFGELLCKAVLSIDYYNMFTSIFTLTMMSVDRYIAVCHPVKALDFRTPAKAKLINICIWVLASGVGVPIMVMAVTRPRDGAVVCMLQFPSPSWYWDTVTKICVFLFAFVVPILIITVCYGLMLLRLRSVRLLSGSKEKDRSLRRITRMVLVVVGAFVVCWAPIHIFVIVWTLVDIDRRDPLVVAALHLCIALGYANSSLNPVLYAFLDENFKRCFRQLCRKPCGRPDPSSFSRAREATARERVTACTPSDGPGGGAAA
# MOR-DOR ag = agonists of human mu-delta opioid receptor heterodimerization; P35372+P41143; cells, OPRM1-OPRD1 heterodimerization, luminescence; activation, % at 9.3 µM; hit rate 0.3% among 340,000; in the data active = activation above about 18%;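 also: 0% = vehicle-treated cells and 100% = reference agonist; values of inactives mirror those of a sister screen read the other way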
# Cardiac RTF inh = cardiac RTF calcium desensitization. hit rate 0.12% among 340,000. inhibition, % at 7.15 µM. IANBD-labeled cardiac RTF, Ca2+ fluorescence. P19429+P45379;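 active = inhibition above the mean inhibition of all tested compounds plus 3 SD, cut at about 17% in these data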;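 also: assay run at fixed EC70 calcium of 1.6 mM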
# CAL PDZ FP = inhibitors of human CAL PDZ peptide binding; purified CAL PDZ, TMR-peptide fluorescence polarization, 1 h; inhibition, % at 24.9 µM; hit rate 0.92% among 300,000;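 active = mean inhibition of at least 30% with at least half of replicates also reaching 30%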;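 also: 0% = DMSO neutral control and 100% = excess unlabeled competitor peptide PRC23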
# Keap1 Nrf2 FP = inhibitors of human Keap1-Nrf2 protein-protein interaction. Q14145. inhibition, % at 9.4 µM. hit rate 0.15% among 340,000. Keap1 Kelch-Nrf2 peptide fluorescence polarization, 1536-well; in the data active = inhibition above about 12%;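 also: human Keap1 Kelch domain with fluorescein labeled Nrf2 9mer peptide probe; 0% = neutral control wells and 100% = peptide positive control; higher means more block of Keap1 binding to Nrf2 peptide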
# HTR5A ag ctr = activates human HTR5A in OPRM1-OPRD1 agonist counter-screen; P47898; HTR5A agonist assay, luminescence, cell-based; activation, % at 9.3 µM; hit rate 0.61% among 340,000; AID 504692; in the data active = activation mostly above about 9.5%, no sharp cut-off; inactive = mostly below about 7.6%;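 also: 0% = cells with vehicle only and 100% = reference agonist; strong numbers were not always called active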
# V-ATPase pHluor = regulators of yeast V-ATPase proton transport; hit rate 0.37% among 350,000; response, % at 10 µM; S. cerevisiae, pHLuorin cytosolic pH fluorescence; in the data active = response mostly above about 7.3%, no sharp cut-off; inactive = mostly below about 5.4%; also: actives read high; inactives centre near 0; some compounds called inactive have numbers as strong as hits; reference of the scale not given here
# An asterisk follows results filed as active; / = no result given; & = joins results of further samples.
SMILES,C-LANA FP,HTR5A inv ag,cardiac RTF act,OPRM1-OPRD1 inv,MOR-DOR ag,Cardiac RTF inh,CAL PDZ FP,Keap1 Nrf2 FP,HTR5A ag ctr,V-ATPase pHluor
C=CCN(c1cccc(C(F)(F)F)c1)S(=O)(=O)c1cccc(C(=O)OCC(=O)NCCC)c1,-0.4,18,-4,1,-0.1,9,-1,-1,1,-2
CCOc1cc(NC2CS(=O)(=O)CC2O)c(OCC)cc1NC(=O)c1ccccc1 (stereo not drawn),3.5,0,-10,-37,7.5,3,-3,4,4,6
CCOC(=O)CN1C(=O)C(Sc2n[nH]c(-c3ccccc3)n2)CCc2ccccc21 (stereo not drawn),1.3,-3,2,-2,0.4,-3,-8,0,2,2
N#C/C(=C\c1cn(CCOc2ccccc2)c2ccccc12)C(=O)NCc1ccco1,1.0,-8,5,-28,5.6,-10,0,-2,3,-22
CCOc1ccc(-c2nc(CSc3nncs3)cs2)cc1OC,-0.4,-8,-2,1,-0.1,0,/,-9,2,0
Cc1cccc(NC(=O)c2cccnc2Oc2ccccc2)c1C(=O)O,0.4,8,1,6,-1.4,0,4,-4,-2,-1
N=C(N)c1ccccc1,0.1&1.6,-21&5,0&2,-2&10,0.3&-1.8,5&0,-4&-3,-3&-6,3&-2,5&5
COC(=O)C1=C(N)N(c2ccccc2C(F)(F)F)C2=C(C(=O)CCC2)C1c1ccc2c(c1)OCO2 (stereo not drawn),-0.9,-21,-1,-5,0.9,1,1,-1,0,3
CCC(CC)C(=O)NCCc1ccc(OC)cc1,-3.6,-9,1,7,-1.4,-4,-5,-5,4,-4
COC(=O)c1ccc(OC(=O)c2ccccn2)cc1,-1.5,6,-3,21,-3.4,6,-5,-5,-2,1
COc1ccc(NCc2nnc(SCC(=O)Nc3nc(-c4ccccc4)cs3)n2-c2ccccc2)cc1,-0.6,-2,5,-3,0.6,-7,9,-2,0,-1
CC1C(=O)N2CCCc3cc(NC(=O)C(=O)NCCCc4ccccc4)cc1c32 (stereo not drawn),-2.1,18,-11,-2,0.2,-8,0,-2,-1,-1
O=C(O)CC(c1ccccc1)N1C(=O)c2ccccc2C1=O (stereo not drawn),-0.6,-27,1,9,-1.9,-2,-3,-3,5,-4
C/C(=N\NC(=O)c1c(Cl)cnn1C)c1cccc(NC(=O)COc2ccccc2)c1,-0.3,10,1,4,-0.7,-4,-3,1,2,-4
COc1ccc(N(C)S(=O)(=O)c2cccc(C(=O)NCc3ccc(C)cc3)c2)cc1,3.6,-1,1,5,-1.1,-9,-1,1,0,1
CC1CCCCN1CCCNC(=O)C1CCN(c2nc3ccccc3o2)CC1 (stereo not drawn),1.5,-8,-1,9,-1.8,-2,-5,-2,3,-2
COc1ccc(CNC(=O)COC(=O)c2cnccn2)cc1,0.6,12,1,9,-1.8,-6,1,-2,-4,1
COc1ccc(-c2nc(N)n(C(C)=O)n2)cc1,8.2,-20,10,-4,0.6,-5,-3,0,4,0
CCC(=O)Nc1ccc2c(c1)C(=O)N(C1CCCCC1)C2=O,0.0,-21,0,7,-1.2,-6,-2,-4,5,-3
CCN(CC)C(=O)CSc1ncnc2c1nnn2-c1ccc(OC)cc1,2.7,-6,-1,0,0.0,-7,-3,4,-1,14
O=C(N1CCOCC1)N1CCN(c2nc(-c3ccc(F)cc3)cs2)CC1,2.0,9,-1,-2,0.3,-11,/,5,3,6
Cc1cc(C)cc(NC(=O)c2ccc(N3C(=O)C4CCCCC4C3=O)cc2)c1 (stereo not drawn),-0.5,-13,-2,-24,3.4,-8,0,-2,-2,-4
Cc1ccc(Nc2cnn(C34CC5CC(CC(CC(=O)O)(C5)C3)C4)c(=O)c2Cl)c(Cl)c1,-0.5,-3,0,8,-1.6,-7,-7,-3,1,-4
O=C(CN1CCN(S(=O)(=O)c2ccc(F)c(Cl)c2)CC1)N1CCNC1=O,-0.8,-2,-3,4,-1.1,4,-2,-3,1,-1
CC1CCC(=C(C#N)C(=O)Nc2cccc(Cl)c2)CC1 (stereo not drawn),-1.2,3,-6,-17,3.0,-4,-2,1,-1,0
CN(C(=O)CSc1nncn1-c1ccccc1)C1CCS(=O)(=O)C1 (stereo not drawn),0.3,-45,-2,5,-0.7,-4,-2,2,16,5
O=C(O)c1n[nH]c2c1CC(C1CCCCC1)CC2 (stereo not drawn),1.3,-6,2,7,-1.2,-2,-3,-3,1,-5
CCCc1cc(=O)[nH]c(SCC(=O)Nc2ccc3ccccc3c2)n1,-1.0,-5,-3,-5,1.1,-5,0,-1,2,3
CCOC(=O)c1cc2c(=O)n3ccccc3nc2n(Cc2ccco2)c1=NC(=O)c1cccc(OC)c1,-0.6,-8,15,0,-0.1,-20,1,-4,3,-4
Cc1ccnc(NC(=O)CCC(=O)N(CC(=O)NC(C)(C)C)c2ccc3c(c2)OCO3)c1,-0.7,-10,-4,13,-2.4,-1,-2,2,4,1
O=C(CCN1C(=O)/C(=C\c2cccc(Br)c2)SC1=S)N1CCOCC1,0.3,-1,-3,5,-0.9,0,-2,-1,4,-1
O=C(Nc1ccccc1F)C(=Cc1sc(N2CCOCC2)nc1-c1ccccc1)C(=O)Nc1ccccc1F,54,16,30*,8,-1.2,-9,-3,-7,-6,-1
Cc1cc(NC(=O)COC(=O)[C@H](Cc2ccccc2)NC(=O)c2ccco2)no1,2.4,-6,2,-1,0.3,-13,-1,0,2,3
c1cnc(NCCNc2ncccn2)nc1,4.0,-3,5,2,-0.4,-5,6,-5,1,-2
O=C(CS(=O)(=O)c1cn(CC(=O)N2CCOCC2)c2ccccc12)Nc1ccccc1F,0.5,-17,-3,4,-1.2,4,-3,-12,4,0
CN(C)CCCN(C(=O)CCc1ccccc1)c1nc2c(F)cccc2s1,-2.9,18,-5,0,0.1,-3,-3,-6,4,1
CCN(c1ccccc1)S(=O)(=O)c1ccc(C(=O)N2CCOCC2)cc1,0.0,13,2,13,-3.2,-3,-2,0,-5,5
CCN(CC(=O)Nc1ccc(NC(C)=O)cc1)C(=O)COc1ccc(C(=O)c2ccccc2)cc1,0.4,10,1,1,-0.2,0,-3,-2,-3,-3
O=C(NCc1ccc(F)cc1)c1ccc(CNc2c(N3CCOCC3)c(=O)c2=O)cc1,1.2,12,-2,-2,0.3,-11,-5,-5,3,-2
CSc1ccc(/C=C(\C(=O)O)c2ccc(S(=O)(=O)N3CCCC3)s2)cc1,9.9,-1,-7,-1,0.1,1,-3,-1,0,-1
Cc1[nH][nH]c(=O)c1C(c1c(C)[nH][nH]c1=O)c1cn(Cc2cccc3ccccc23)c2ccccc12,-0.3,-13,2,6,-1.2,-6,-2,-11,5,10
COc1ccc(C2CC(=O)c3sc(N)nc3C2)cc1 (stereo not drawn),-0.3,-9,-1,8,-1.5,0,-3,0,-3,0
O=C(CSCc1cc(=O)[nH][nH]1)Nc1ccc(F)cc1,0.0,-1,2,18,-3.5,-6,4,-1,0,2
Cc1cc(C)c2nc(NNC(=O)c3ccc(S(=O)(=O)N4CCc5ccccc5C4)cc3)sc2c1,0.1,7,-6,-23,3.9,0,-4,1,5,3
CC(C)Cc1nc2oc3c(Cl)ncnc3c2c2c1CCCC2,1.4,-21,-5,3,-0.5,-3,/,2,2,-2
O=C(Nc1ccc2c(c1)CCC2)c1cc2ccccc2o1,0.3,-12,-1,-17,3.1,-5,-5,-1,4,4
CC(=O)Nc1nc2c(ccc3ccccc32)s1,0.8,-5,-3,2,-0.5,-4,3,-2,1,0
O=C1CC(NS(=O)(=O)c2cc(F)ccc2F)CN1c1cccc(F)c1 (stereo not drawn),-0.1,-2,4,13,-2.7,-1,/,5,-1,-3
Cc1ccnc(NC(=O)c2cccc(NC(=O)Cc3ccccc3)c2)c1,0.0,11,4,4,-0.8,-18,-6,-8,-4,1
O=C(NCCc1nc2ccccc2[nH]1)/C(=C/c1ccc(F)cc1)NC(=O)c1ccco1,-5.2,9,4,13,-2.4,4,/,-3,-2,0
O=C(CNC(=O)c1ccccc1)OCN1C(=O)c2ccccc2C1=O,-0.8,12,3,-9,1.4,-8,-4,-1,1,12
Cc1cc(C(=O)CSc2nnc(-c3ccco3)o2)c(C)n1CC1COc2ccccc2O1 (stereo not drawn),-0.2,7,-3,-9,1.5,-3,-1,-5,-3,3
O=C(COC(=O)c1cc(-c2ccccc2)nc2ccccc12)Nc1ccc2c(c1)OCO2,-1.3,-10,-2,-23,3.7,-5,-1,-2,1,-1
COc1cc2nc(N(CCCN(C)C)C(=O)c3ccc(S(=O)(=O)N4CCc5ccccc5C4)cc3)sc2cc1OC,0.0,-22,-20,15,-3.0,-12,-2,0,9,1
COc1ccc(NC(=O)[C@H](NC(=O)[C@@H]2Cc3ccccc3CN2)c2ccccc2)cc1,0.3,17,-1,10,-2.0,5,-3,1,2,-5
CCC(C(=O)N1CCN(c2cccc(Cl)c2)CC1)c1ccccc1 (stereo not drawn),0.2,12,-5,-23,3.7,-2,-2,-1,4,5
CS(=O)(=O)c1ccc(-c2cccc(NC(=O)c3ccco3)c2)nn1,2.1,-1,-6,-3,0.5,11,0,2,0,-1
CC1(C)CC(C)(c2ccc(O)cc2O)N(c2ccc3ccccc3c2)C(=S)N1 (stereo not drawn),0.4,13,-4,11,-2.3,-4,/,0,-3,-1
Cc1ccc2c(CN3CC(C)CC(C)C3)cc(=O)oc2c1 (stereo not drawn),-0.8,-7,-7,-5,1.1,-7,10,-6,2,4
COc1cccc(CNC(=O)c2cnc(-c3ccccn3)nc2C(F)(F)F)c1,0.5,30,-7,15,-3.0,-2,0,0,1,-2
# Later entries.
SMILES,C-LANA FP,HTR5A inv ag,cardiac RTF act,OPRM1-OPRD1 inv,MOR-DOR ag,Cardiac RTF inh,CAL PDZ FP,Keap1 Nrf2 FP,HTR5A ag ctr,V-ATPase pHluor
C=CCOc1ccc(C2/C(=C(\O)c3c(C)[nH]c(C(=O)OC)c3C)C(=O)C(=O)N2CCN(C)C)cc1 (stereo not drawn),0.7,12,-1,6,-1.1,-16,-3,3,-10,2
CCOC(=O)c1cnc(SCC(=O)OC)nc1N,0.3,-43,3,0,0.1,-9,/,-2,-1,4
O=C(O)CN1C(=O)/C(=C/c2ccc(SCc3ccccc3)o2)SC1=S,-33,-13,35*,8,-1.6,-45,-4,-146,5,-3
Nc1nonc1-n1nnc(C(=O)N/N=C/c2cc(Br)cs2)c1-c1ccccc1,2.4,8,-2,-13,2.0,-13,0,-3,5,-10
Cc1cccc(N2CCN(S(=O)(=O)c3cc(-c4cc(C)no4)ccc3C)CC2C)c1 (stereo not drawn),0.4,-1,3,1,-0.1,-9,-5,-2,0,3

# Compound profiles, as listed above.
# O=C(O)CN1C(=O)/C(=C/c2ccc(SCc3ccccc3)o2)SC1=S is listed with C-LANA FP: -33; HTR5A inv ag: -13; cardiac RTF act: 35*; OPRM1-OPRD1 inv: 8; MOR-DOR ag: -1.6; Cardiac RTF inh: -45; CAL PDZ FP: -4; Keap1 Nrf2 FP: -146; HTR5A ag ctr: 5; V-ATPase pHluor: -3
# Nc1nonc1-n1nnc(C(=O)N/N=C/c2cc(Br)cs2)c1-c1ccccc1 is listed with C-LANA FP: 2.4; HTR5A inv ag: 8; cardiac RTF act: -2; OPRM1-OPRD1 inv: -13; MOR-DOR ag: 2.0; Cardiac RTF inh: -13; CAL PDZ FP: 0; Keap1 Nrf2 FP: -3; HTR5A ag ctr: 5; V-ATPase pHluor: -10
